Screens as filed in PubChem.
Pin1 inhibitor: blocks the human prolyl isomerase Pin1 | Q13526 | Pin1 FP peptide displacement, HiFluor488, 10 min | Potency, µM (series often up to 115 µM), for inactives: top-dose activity, negative = inhibition, hits mostly inhibitors | 390,000 tested, 0.009% active; active means well fitted inhibition curve with a large enough effect in the polarisation, with a control signal flat, not every such curve was filed as active; inconclusive means small, poorly fitted or top-dose-only effect, or effect the other way, or a change in a side signal; inactive means no such curve, though single readings can be large or run the other way; the % refers to the polarisation; further: on the % scale 0 is the no-effect control and ±100 the full control effect
GLS inhibitor: glutaminase GLS (human) inhibition | O94925 | GLS enzymatic activity, qHTS titration | Potency, µM (top dose mostly 45.5 µM), for the others: at the highest dose activity change, negative = inhibition, hits mostly inhibitors | 410,000 tested, 0.21% active | AID 624170; further: on the % scale 0 is the no-effect control and ±100 the full control effect
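Two-point fluorescence kinetic (t0, 30 min RT) for hKGA; glutamate detected via glutamate oxidase–HRP–Amplex Red. Substrate: 1 mM L-glutamine solution; buffer 45 mM KH2PO4, pH 8.2.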
POLI inh: inhibitors of human DNA polymerase iota; Q9UNA4; Pol iota fluorescent replication assay, 10 min; Potency, µM (titrated, usually from 115 µM), for the others: at the top dose activity, negative = inhibition, usual class: inhibitors; 390,000 tested, 1% active; AID 588590
Target sequence (Q9UNA4 whole entry, looked up): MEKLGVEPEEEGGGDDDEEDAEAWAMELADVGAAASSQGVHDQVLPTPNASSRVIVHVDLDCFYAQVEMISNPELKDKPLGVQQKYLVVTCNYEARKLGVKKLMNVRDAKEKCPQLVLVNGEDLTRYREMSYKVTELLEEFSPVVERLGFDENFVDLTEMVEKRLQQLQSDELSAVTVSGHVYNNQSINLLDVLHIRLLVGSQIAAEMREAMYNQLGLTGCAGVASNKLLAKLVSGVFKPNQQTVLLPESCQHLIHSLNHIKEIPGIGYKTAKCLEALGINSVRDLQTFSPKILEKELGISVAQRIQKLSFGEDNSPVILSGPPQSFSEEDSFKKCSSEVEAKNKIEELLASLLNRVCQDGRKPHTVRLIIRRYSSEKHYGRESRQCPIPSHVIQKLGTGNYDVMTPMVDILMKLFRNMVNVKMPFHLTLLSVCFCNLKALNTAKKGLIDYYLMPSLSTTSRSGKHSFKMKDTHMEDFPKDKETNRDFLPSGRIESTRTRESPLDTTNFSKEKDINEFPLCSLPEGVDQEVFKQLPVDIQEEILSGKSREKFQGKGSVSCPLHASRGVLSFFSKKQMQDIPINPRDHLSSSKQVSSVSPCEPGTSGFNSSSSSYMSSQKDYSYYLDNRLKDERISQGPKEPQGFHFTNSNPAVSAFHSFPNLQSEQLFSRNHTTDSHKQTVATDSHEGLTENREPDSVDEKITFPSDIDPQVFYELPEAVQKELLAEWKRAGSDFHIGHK
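Fluorescent replication assay read twice, at 0 min and 10 min after adding 50 nM (final) substrate. Enzyme (10 nM) and compounds were first incubated 15 min at room temperature; enzyme-free buffer wells were negative controls.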
BLM helicase inh: blocks DNA unwinding by human BLM helicase; recombinant BLM DNA unwinding, fluorescence dequenching; Potency, µM (titrated, usually from 56.1 µM), inactives show at the highest dose activity change, negative = inhibition, actives largely listed as inhibitors; 350,000 tested, 0.2% active; AID 2528; P54132;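 further: plate controls were vehicle for no effect and no enzyme for full effect; nearly all actives have a fitted effect of over 35% in size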
JMJD2A Tudor: blocks the human JMJD2A Tudor domain | AlphaScreen JMJD2A-Tudor / H3K4me3 peptide binding | Potency, µM (titrated, usually from 114 µM), inactives show at the highest dose activity change, negative = inhibition, hits mostly inhibitors | 390,000 tested, 4.4% active | AID 504339; further: on the % scale 0 is the no-effect control and ±100 the full control effect; nearly all actives have a fitted effect of over 50% in size
HP1b binding inh: HP1-beta chromodomain-methylated histone interaction inhibition; Potency, µM (series often up to 114 µM), for inactives: at the top dose activity change, negative = inhibition, usual class: inhibitors; 390,000 tested, 0.56% active; AID 540317; AlphaScreen HP1-beta / biotin-H3K9me3 peptide binding; further: nearly all actives have a fitted effect of over 70% in size; inactives centre near 23
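HP1-beta protein (50 nM final) preincubated 30 min at room temperature with biotinylated H3(1-18)K9me3 peptide (50 nM) in PBS pH 7.4, 0.01% Tween-20, then compound added for 30 min. AlphaScreen streptavidin donor/nickel chelate acceptor beads (10 ug/mL final), 30 min dark, luminescence read.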
PGK inhibitor: blocks T. brucei phosphoglycerate kinase. P07378. PGK/GAPDH coupled, Kinase-Glo luminescence, 60 min. Potency, µM (series often up to 57.5 µM), without a hit: at the top dose activity change, negative = inhibition, usual class: inhibitors. 380,000 tested, 0.043% active; further: on the % scale 0 is the no-effect control and ±100 the full control effect; nearly all actives have a fitted effect of over 60% in size
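Luminescent ATP detection (Kinase-Glo Plus) follows a 60-minute room-temperature incubation, with wells lacking PGK as controls. Buffer: 100 mM TEA (pH 7.6), 5 mM MgCl2, 0.01% Tween-20. Coupling enzyme GAPDH (100 nM final) supplies unstable 1,3-BPG in-well.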
BAZ2B block: BAZ2B (human) inhibition | AlphaScreen BAZ2B-H3K14Ac peptide displacement | Q9UIF8 | Potency, µM (top dose mostly 114 µM), for inactives: top-dose activity change, negative = inhibition, most hits filed as inhibitors | 360,000 tested, 4.4% active; further: on the % scale 0 is the no-effect control and ±100 the full control effect; nearly all actives have a fitted effect of over 60% in size
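BAZ2B (50 nM) with biotin-H3(5-23)K14Ac peptide (50 nM) in PBS pH 7.4, 0.01% Tween-20, preformed 30 min, then compound 30 min at room temperature; top concentration 110uM. AlphaScreen streptavidin donor/nickel chelate acceptor beads (10 ug/mL final), 20 min dark, signal read.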
G9a block: blocks human histone lysine methyltransferase G9a | G9a H3K9 monomethylation, AlphaScreen, 2 h | Q96KQ7 | 350,000 tested, 8.8% active | Potency, µM (highest dose often 102 µM), for the others: at the top dose activity, negative = inhibition, hits mostly inhibitors; further: on the % scale 0 is the no-effect control and ±100 the full control effect; nearly all actives have a fitted effect of over 75% in size
Target sequence (Q96KQ7 913-1193 limits assumed): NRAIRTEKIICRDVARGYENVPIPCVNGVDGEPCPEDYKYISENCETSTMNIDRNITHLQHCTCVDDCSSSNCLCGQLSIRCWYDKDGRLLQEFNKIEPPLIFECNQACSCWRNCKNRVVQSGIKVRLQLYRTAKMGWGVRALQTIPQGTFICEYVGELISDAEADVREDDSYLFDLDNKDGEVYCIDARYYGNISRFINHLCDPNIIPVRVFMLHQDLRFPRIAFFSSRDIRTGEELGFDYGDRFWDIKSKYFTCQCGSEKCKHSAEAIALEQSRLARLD
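Compounds were preincubated with 20 nM G9a for 15 min, after which biotinylated H3K9 peptide (500 nM) and SAM (20 uM) started a 2 h room-temperature reaction. Monomethylated product was quantified by antibody-based AlphaScreen chemiluminescence.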
An asterisk follows results filed as active; [ ] = another dose, or the depositor's remark. Unless noted, the call rests on the fitted dose curve; in most records, active means well fitted curve in the direction sought with a large enough effect; inconclusive means small, poorly fitted or top-dose-only effect, or another doubt; inactive means no such curve, though single readings can be large; an effect the other way counts as inactive or inconclusive. Potency means the concentration at half of the fitted maximal effect.

`O=C(c1cnccn1)N(Cc1cccs1)C1(C(=O)NC2CCCCC2)CCCCC1` gave Pin1 inhibitor 2%, GLS inhibitor -9%, POLI inh -27%, BLM helicase inh 5%, JMJD2A Tudor -8%, HP1b binding inh 27%, PGK inhibitor -1%, BAZ2B block -3% and G9a block 23%.
`O=C(CSc1nc2nccnc2c(=O)n1Cc1cccs1)Nc1ccccc1` gave Pin1 inhibitor -1%, GLS inhibitor -2%, POLI inh 16%, BLM helicase inh -3%, JMJD2A Tudor -12%, HP1b binding inh 20%, PGK inhibitor -9% and BAZ2B block -12%.
For OCCCN=C1CCCc2c1[nH]c1ccc(Cl)cc21 the results were Pin1 inhibitor 10%, GLS inhibitor -11%, POLI inh 12%, BLM helicase inh -7%, JMJD2A Tudor inconclusive, HP1b binding inh 2%, PGK inhibitor 1%, BAZ2B block -11% and G9a block 4%.
Screening O=C(CSc1nc2ccccc2c(=O)n1-c1ccccc1)c1cccc([N+](=O)[O-])c1 returned Pin1 inhibitor 0%, GLS inhibitor -2%, POLI inh 16%, JMJD2A Tudor -3%, HP1b binding inh 9% and PGK inhibitor -5%.
For O=C(Nc1cc(C(F)(F)F)ccc1N1CCOCC1)c1cnccn1 the results were Pin1 inhibitor -15%, GLS inhibitor -15%, POLI inh -18%, BLM helicase inh -3%, JMJD2A Tudor -11%, HP1b binding inh 44%[activator], PGK inhibitor -1%, BAZ2B block -3% and G9a block 42%[activator].
Screening O=C(Nc1cc(Br)ccc1O)C1CC(c2ccccc2Cl)=NO1 (centres undefined) returned Pin1 inhibitor -1%, GLS inhibitor -1%, POLI inh -17%, BLM helicase inh -18%, JMJD2A Tudor -9%, HP1b binding inh 17%, PGK inhibitor -10% and BAZ2B block inconclusive.
Screening O=C(O)CCNc1ccc(NCCC(=O)O)c2c1C(=O)c1ccccc1C2=O returned Pin1 inhibitor inconclusive, GLS inhibitor inconclusive, POLI inh 13µM*, BLM helicase inh inconclusive, JMJD2A Tudor 22µM*, HP1b binding inh 14µM*, PGK inhibitor inconclusive, BAZ2B block 11µM* and G9a block 13µM*.
Cc1cc(NC(=O)c2ccccc2-c2ccccc2)ccc1Br was read as Pin1 inhibitor 22%, GLS inhibitor 23%, POLI inh 61%[activator], BLM helicase inh -10%, JMJD2A Tudor 27%, HP1b binding inh 57%[activator], PGK inhibitor 7%, BAZ2B block 9% and G9a block 3%[59 µM].
`CCCNC(=S)Nc1ccccc1` gave Pin1 inhibitor 2%, GLS inhibitor 4%, POLI inh 43%[activator], BLM helicase inh -1%, JMJD2A Tudor -13%, HP1b binding inh 24%, PGK inhibitor -5%, BAZ2B block -3% and G9a block 12%[2.33 µM].
For O=S(=O)(NC1CC1)c1ccc(F)c(F)c1 the results were Pin1 inhibitor 6%, GLS inhibitor 0%, POLI inh 16%, BLM helicase inh -2%, JMJD2A Tudor -7%, HP1b binding inh 20%[57 µM], PGK inhibitor -1%, BAZ2B block -13% and G9a block 17%.
`Nc1nonc1C(=O)NCCNCc1cccc(Cl)c1Cl` gave Pin1 inhibitor 3%, GLS inhibitor 0%, POLI inh 5%, BLM helicase inh -1%, JMJD2A Tudor 0%, HP1b binding inh 35%, PGK inhibitor 8%, BAZ2B block -22% and G9a block -1%[59 µM].
`COC(=O)c1ccc(Cl)cc1NC(=O)NCCc1c(C)nn(C)c1C` gave Pin1 inhibitor 1%, GLS inhibitor -10%, POLI inh 17%, BLM helicase inh -2%, JMJD2A Tudor -18%, HP1b binding inh -6%, PGK inhibitor -4%, BAZ2B block -4% and G9a block 6%[59 µM].
Screening N#Cc1cccc(S(=O)(=O)N2CCN(c3nc(-c4cccs4)nc4ccccc34)CC2)c1 returned Pin1 inhibitor -5%, POLI inh 8%, JMJD2A Tudor -10% and HP1b binding inh 30%.
`CCN1CCN(S(=O)(=O)c2ccc(C(C)(C)C)cc2)CC1` gave Pin1 inhibitor -6%, GLS inhibitor -1%, POLI inh 98%[activator], BLM helicase inh -2%, JMJD2A Tudor -19%, HP1b binding inh 20%, PGK inhibitor -2%, BAZ2B block -5% and G9a block 3%.
Screening Cc1ccc(-c2csc3nc(SCC(N)=O)n(Cc4ccccc4)c(=O)c23)cc1 returned Pin1 inhibitor -11%, GLS inhibitor 13%, POLI inh 13%, BLM helicase inh 0%, JMJD2A Tudor -16%, HP1b binding inh 27%, PGK inhibitor -1%, BAZ2B block -3% and G9a block 18%.
`COc1ccc(S(=O)(=O)N(C)C[C@H]2Oc3ccc(NC(=O)Nc4c(C)noc4C)cc3C(=O)N([C@H](C)CO)C[C@@H]2C)cc1` gave Pin1 inhibitor -1%, GLS inhibitor 1%, POLI inh 4%, JMJD2A Tudor -14%, HP1b binding inh 35% and PGK inhibitor -1%.
COC(=O)CCCC(=O)Nc1ccc(Br)cc1 was read as Pin1 inhibitor -2%, GLS inhibitor 0%, POLI inh 4%, BLM helicase inh 5%, JMJD2A Tudor -8%, HP1b binding inh 14%, PGK inhibitor 0%, BAZ2B block 5% and G9a block 7%.
Screening COC(=O)C1=C(C)N(Cc2ccc(OC)cc2)C(=O)/C1=C\c1ccco1 returned Pin1 inhibitor 6%, GLS inhibitor -3%, POLI inh inconclusive, BLM helicase inh -13%, JMJD2A Tudor 40µM*, HP1b binding inh inconclusive, PGK inhibitor -8%, BAZ2B block 13µM* and G9a block 10µM*.
C=CCOc1ccc(CNc2ccc3[nH]c(=O)[nH]c3c2)cc1OC was read as Pin1 inhibitor -1%, GLS inhibitor inconclusive, POLI inh 53%[activator], BLM helicase inh -9%, JMJD2A Tudor -11%, HP1b binding inh 6%, PGK inhibitor inactive, BAZ2B block -27% and G9a block 45µM*.
For COCCn1c(SCC(=O)Nc2sc(C)c(C)c2C#N)nnc1C(C)C the results were Pin1 inhibitor 6%, GLS inhibitor 25%, POLI inh -10%, BLM helicase inh 1%, JMJD2A Tudor -17%, HP1b binding inh 17%, PGK inhibitor -6%, BAZ2B block 13% and G9a block 17%[12.7 µM].

An excerpt taken from the entries so far:
Screening Cc1ccc(-c2csc3nc(SCC(N)=O)n(Cc4ccccc4)c(=O)c23)cc1 returned Pin1 inhibitor -11%, GLS inhibitor 13%, POLI inh 13%, BLM helicase inh 0%, JMJD2A Tudor -16%, HP1b binding inh 27%, PGK inhibitor -1%, BAZ2B block -3% and G9a block 18%.
`COc1ccc(S(=O)(=O)N(C)C[C@H]2Oc3ccc(NC(=O)Nc4c(C)noc4C)cc3C(=O)N([C@H](C)CO)C[C@@H]2C)cc1` gave Pin1 inhibitor -1%, GLS inhibitor 1%, POLI inh 4%, JMJD2A Tudor -14%, HP1b binding inh 35% and PGK inhibitor -1%.
COC(=O)CCCC(=O)Nc1ccc(Br)cc1 was read as Pin1 inhibitor -2%, GLS inhibitor 0%, POLI inh 4%, BLM helicase inh 5%, JMJD2A Tudor -8%, HP1b binding inh 14%, PGK inhibitor 0%, BAZ2B block 5% and G9a block 7%.
Screening COC(=O)C1=C(C)N(Cc2ccc(OC)cc2)C(=O)/C1=C\c1ccco1 returned Pin1 inhibitor 6%, GLS inhibitor -3%, POLI inh inconclusive, BLM helicase inh -13%, JMJD2A Tudor 40µM*, HP1b binding inh inconclusive, PGK inhibitor -8%, BAZ2B block 13µM* and G9a block 10µM*.

Remaining list, next part.
`CCOC(=O)C1CCN(C(=O)CC2C(=O)N(Cc3ccccc3)C(C)c3nc4ccccc4n32)CC1` (centres undefined) gave Pin1 inhibitor -14%, GLS inhibitor 4%, POLI inh -1%[58.9 µM], BLM helicase inh 0%, JMJD2A Tudor -9%, HP1b binding inh 19%, PGK inhibitor -5%, BAZ2B block 1% and G9a block 0%[12.7 µM].
`Cc1ccc(NC(=O)c2ccc(NS(=O)(=O)c3ccc4[nH]c(=O)[nH]c4c3)cc2)nc1` gave Pin1 inhibitor 0%, GLS inhibitor -12%, POLI inh 54%[activator], JMJD2A Tudor -9%, HP1b binding inh 25%, PGK inhibitor -1%, BAZ2B block -37% and G9a block inconclusive.
For Cc1c(Cl)cccc1NC(=O)NC1CCCCC1 the results were Pin1 inhibitor 0%, GLS inhibitor 2%, POLI inh 1%, BLM helicase inh -2%, JMJD2A Tudor -10%[57.1 µM], HP1b binding inh 57%[activator], PGK inhibitor -1%, BAZ2B block 4% and G9a block 6%.
For CCCOc1ccc(CCc2n[nH]c(=S)n2Cc2ccccc2)cc1 the results were Pin1 inhibitor inconclusive, GLS inhibitor -1%, POLI inh 23%, BLM helicase inh -13%, JMJD2A Tudor -34%[57.1 µM], HP1b binding inh 29%, PGK inhibitor inactive, BAZ2B block 1% and G9a block inconclusive.
`Cn1c(SCC(=O)N2CCCc3ccccc32)ncc(C(=O)Nc2ccccc2)c1=O` gave Pin1 inhibitor 3%, GLS inhibitor 5%, POLI inh 7%, BLM helicase inh -2%, JMJD2A Tudor 0%, HP1b binding inh 57%[activator], PGK inhibitor -11%, BAZ2B block 3% and G9a block 2%[59 µM].
For CCN(CC)S(=O)(=O)c1ccc(NC(=O)CN(c2ccc(OC)cc2OC)S(C)(=O)=O)cc1 the results were Pin1 inhibitor -8%, GLS inhibitor 3%, POLI inh -1%, BLM helicase inh -8%, JMJD2A Tudor inconclusive, HP1b binding inh 18%, PGK inhibitor 6%, BAZ2B block -6% and G9a block 18%[59 µM].
Cc1ccc2[nH]c(=O)c(COC(=O)C3CCCO3)cc2c1 (centres undefined) was read as Pin1 inhibitor 4%, GLS inhibitor 5%, POLI inh 16%, BLM helicase inh 0%, JMJD2A Tudor 3%, HP1b binding inh 40%[activator], PGK inhibitor 5%, BAZ2B block 5% and G9a block 0%.
Screening O=C(CCN1CCOCC1)NC12CC3CC(CC(C3)C1)C2 returned Pin1 inhibitor -2%, GLS inhibitor 4%, POLI inh -21%, BLM helicase inh -1%, JMJD2A Tudor 6%, HP1b binding inh 45%[activator], BAZ2B block 25% and G9a block -41%.

Some of the compounds tested. The share of hits here may be higher or lower than overall.
